Screening data as filed in PubChem.
CHOP inh: CHOP inhibition in unfolded protein response; CHO-K1 CHOP-promoter luciferase, tunicamycin-induced, 15-18 h; inhibition, % at 10 µM; actives 3.8% (n = 220,000); AID 2732;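 active = compounds that reduced the stress-induced luciferase reporter signal by more than about 70% of percent inhibition, limit read from the data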;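 also: 0% = tunicamycin plus vehicle and 100% = wells without tunicamycin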
Ba/F3 V617F tox: lowers viability of Ba/F3 cells expressing EpoR and JAK2V617F; actives 1.1% (n = 220,000); AID 1446; inhibition, % at 5.6 µM; ATP luminescence;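 active = inhibition above the campaign mean plus 3 SD over all tested compounds, cut at about 24% in these data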;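 also: cytokine-independent growth of Ba/F3 cells driven by EpoR plus mutant JAK2; 0% = DMSO-treated cells and 100% = JAK inhibitor I control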
NPY-Y1 antag: blocks the human neuropeptide Y Y1 receptor | P25929 | AID 1040 | actives 1% (n = 200,000) | HEK293-CNG Y1 cells, membrane potential fluorescence; NPY at EC95, then isoproterenol | inhibition, % at 3.6 µM;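 active = inhibition above the campaign mean inhibition of all tested compounds plus 3 SD, cut at about 20% in these data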;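 also: 0% = DMSO wells given NPY plus isoproterenol and 100% = isoproterenol alone without NPY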
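Assay system: HEK293 cells with Y1 receptor plus CNG channel | Probe or stimulus: NPY (25 nM), isoproterenol (1 µM), Ro 20-1724 (25 µM) | Timing: Compound incubation 1 h at room temperature, readout 45 min post-stimulation | Measured by: Membrane-potential fluorescent dye readout | Benchmarks: High control isoproterenol alone, low control NPY with isoproterenol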
S1P4 agonist: activates the human S1P4 receptor; O95977; S1P4-expressing cell line, agonist reporter assay; activation, % at 4.98 µM; actives 0.35% (n = 220,000); in the data active = activation above about 11%;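 also: 0% = DMSO vehicle and 100% = reference agonist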
Target sequence (O95977 whole entry, looked up): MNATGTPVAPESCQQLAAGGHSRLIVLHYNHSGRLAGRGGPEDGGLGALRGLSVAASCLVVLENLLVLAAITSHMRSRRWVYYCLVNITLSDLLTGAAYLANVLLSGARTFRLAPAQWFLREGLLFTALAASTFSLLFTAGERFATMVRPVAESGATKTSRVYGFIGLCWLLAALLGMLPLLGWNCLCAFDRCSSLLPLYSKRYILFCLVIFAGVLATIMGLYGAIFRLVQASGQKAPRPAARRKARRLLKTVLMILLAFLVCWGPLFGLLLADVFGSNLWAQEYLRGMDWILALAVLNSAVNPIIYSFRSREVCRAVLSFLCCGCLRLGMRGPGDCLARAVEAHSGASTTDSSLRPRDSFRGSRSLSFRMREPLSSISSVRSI
S1P4 antagonist: antagonists of human S1P4 receptor. O95977. S1P4-expressing cells, antagonist mode, reporter read-out. inhibition, % at 4.98 µM. actives 0.26% (n = 220,000). AID 1510; in the data active = inhibition above about 29%;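 also: 0% = wells stimulated with agonist and 100% = vehicle wells without agonist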
NPY-Y1 PAM-ag: potentiators or agonists of human neuropeptide Y receptor Y1. P25929. NPY-Y1 expressing cells, potentiator/agonist activation. activation, % at 3.6 µM. actives 0.37% (n = 220,000). AID 1304; in the data active = activation above about 33%, passing the limit was not always enough;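 also: cells stimulated with NPY at EC10 then isoproterenol at EC100; 0% = low agonist plus stimulus and 100% = saturating agonist plus stimulus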
BaF3 tox: counter-screen for JAK2V617F inhibitors: parental Ba/F3 viability inhibitors; CellTiter-Glo ATP luminescence; actives 1.1% (n = 220,000); inhibition, % at 5.6 µM;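 active = inhibition above a per-campaign cutoff, the mean inhibition of all tested compounds plus 3 SD, cut at about 27% in these data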;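 also: 0% = DMSO wells and 100% = JAK Inhibitor I control wells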
NCF1 inh: inhibitors of human p47phox binding; inhibition, % at 24.7 µM; p47phox/p22phox peptide binding, fluorescence polarization, 2 h; actives 0.53% (n = 220,000); P14598;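 active = inhibition above about 30%, limit read from the data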;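 also: 0% = p47phox with labelled peptide and 100% = labelled peptide alone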
NPY-Y2 PAM-ag: human NPY-Y2 potentiation or agonism, primary screen; cells expressing NPY-Y2, potentiator/agonist read-out; AID 1359; P49146; actives 0.45% (n = 220,000); activation, % at 3.6 µM; in the data active = activation above about 27%;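 also: cells stimulated with NPY near EC25 plus isoproterenol at EC100; 0% = vehicle plus submaximal agonist and 100% = vehicle plus saturating agonist; some results beyond the cut were filed as inactive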
Target sequence (P49146 whole entry, looked up): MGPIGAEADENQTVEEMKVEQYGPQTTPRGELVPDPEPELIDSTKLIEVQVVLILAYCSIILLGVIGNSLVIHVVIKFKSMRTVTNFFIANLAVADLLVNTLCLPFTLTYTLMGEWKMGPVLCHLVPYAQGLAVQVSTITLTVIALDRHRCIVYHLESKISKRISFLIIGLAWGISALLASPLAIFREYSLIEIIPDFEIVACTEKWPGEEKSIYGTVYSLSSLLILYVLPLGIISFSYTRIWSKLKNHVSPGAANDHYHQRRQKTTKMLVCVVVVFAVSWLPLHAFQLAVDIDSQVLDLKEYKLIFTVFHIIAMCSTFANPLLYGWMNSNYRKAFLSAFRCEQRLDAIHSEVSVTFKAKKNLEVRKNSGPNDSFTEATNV
* = called active by the depositor; . = no result given.

SMILES	CHOP inh	Ba/F3 V617F tox	NPY-Y1 antag	S1P4 agonist	S1P4 antagonist	NPY-Y1 PAM-ag	BaF3 tox	NCF1 inh	NPY-Y2 PAM-ag
C=CCNC(=O)C(C)Sc1ccc(Cl)cc1 (stereo not given)	-8	2	0	0.1	-5	-29	6	-18	-12
Cc1ccc(C)c(N2CCN(C(=O)CCCN3C(=S)NC(C)(C)CC3C)CC2)c1 (stereo not given)	52	1	-6	0.1	-8	-1	7	-6	8
O=C(NCCOc1cccc2cccnc12)c1cccs1	4	2	12	0.8	-11	-26	2	-2	5
O=C(NCCCNC(=O)C(F)(F)C(F)F)C(F)(F)C(F)F	2	-5	-8	-0.8	-5	22	-4	-3	15
CCn1c(SCC(=O)N2CCc3ccccc32)nnc1-c1c[nH]c2ccccc12	38	-1	-8	0.2	-5	-3	-3	-7	5
Cc1cc(C)c(C)c(S(=O)(=O)Nc2ccccc2C(=O)NCCCn2ccnc2)c1C	23	1	-1	0.1	-6	9	7	0	-4
COc1cc(OC)cc(C(=O)Nc2ncc3c(n2)CC(C)(C)CC3=O)c1	-3	-1	0	4.0	-9	2	2	8	10
COc1ccc(C(=O)Cn2nnc(-c3ccccc3NC(=O)C3CC3)n2)cc1	-1	-3	0	0.8	4	9	7	-15	10
O=C(/C=C/c1ccc(F)cc1)N1CCN(c2ncccn2)CC1	-4	-1	7	-0.8	-21	0	6	-6	-4
O=S(=O)(c1ccc(C2CCCCC2)cc1)N1CCCC1	65	1	3	-0.7	-7	-4	2	-8	-19
CCC(=O)N1c2ccc(C)cc2C2=NNC(=S)NC21O (stereo not given)	9	4	-5	2.5	10	-22	4	-5	-10
COc1ccc(N2C(=O)c3ccccc3NC23CCC(C)CC3)cc1 (stereo not given)	17	-2	2	-0.4	-17	-5	2	-11	9
CC(=O)c1cccc(NC(=O)NC2CCCc3ccccc32)c1 (stereo not given)	21	-3	3	-0.8	-10	-7	3	3	-15
O=C(COc1ccc(Br)cc1)Nc1ccc2c(c1)C(=O)NC2=O	27	3	12	1.8	-11	8	10	-10	-17
Cc1ccccc1NC1=NC(=S)N(CC(N)=O)C12CCOC(C)(C)C2 (stereo not given)	-3	-4	.	0.1	-4	17	3	-1	2
O=[N+]([O-])c1cc(O)c2ncccc2c1	45	0	4	-1.2	-15	3	10	8	-4
COc1ccccc1-c1nc(-c2cccc(C)c2)no1	66	-1	4	-0.1	1	28	2	-13	0
CN1CCN(Cc2cccc(Oc3ccccc3)c2)CC1	30	3	6	0.0	-3	-19	5	0	5
Cn1c(CCNC(=O)c2ccccc2)nc2ccccc21	5	-2	2	-2.0	-1	-2	3	-5	6
CC(C)CCNC(=O)NC(=O)COC(=O)C1CCN(S(=O)(=O)c2ccccc2F)CC1	-1	3	4	-0.2	-9	-17	9	-13	-5
COCCCNC(=S)NC(=O)c1ccccc1	-17	-1	0	-1.8	-6	-22	4	-11	7
CC(C)(C)c1ccc(/C=C2\Oc3c(ccc(O)c3CN3CCN(CCO)CC3)C2=O)cc1	-15	1	.	0.4	13	4	0	-6	-11
COc1cccc(NC(=O)c2ccccc2-c2nc(-c3ccccc3)no2)c1	61	-1	26*	0.0	3	-64	2	-14	-45
COc1ccc(Cl)cc1NC(=O)CSc1nc(C)cc(C)n1	36	0	1	0.6	-12	-4	4	7	-3
COc1ccc(C(=O)C2CCCN(C(=O)c3cccnc3OC)C2)cc1F (stereo not given)	11	-3	-2	-0.8	2	14	-1	-8	10

Reprinted from the part before: 4 compounds, followed by the next part.
SMILES	CHOP inh	Ba/F3 V617F tox	NPY-Y1 antag	S1P4 agonist	S1P4 antagonist	NPY-Y1 PAM-ag	BaF3 tox	NCF1 inh	NPY-Y2 PAM-ag
CC(C)(C)c1ccc(/C=C2\Oc3c(ccc(O)c3CN3CCN(CCO)CC3)C2=O)cc1	-15	1	.	0.4	13	4	0	-6	-11
COc1cccc(NC(=O)c2ccccc2-c2nc(-c3ccccc3)no2)c1	61	-1	26*	0.0	3	-64	2	-14	-45
COc1ccc(Cl)cc1NC(=O)CSc1nc(C)cc(C)n1	36	0	1	0.6	-12	-4	4	7	-3
COc1ccc(C(=O)C2CCCN(C(=O)c3cccnc3OC)C2)cc1F (stereo not given)	11	-3	-2	-0.8	2	14	-1	-8	10
O=C(Nc1cccc(F)c1)N1CCCC(CNS(=O)(=O)Cc2ccccc2)C1 (stereo not given)	-20	-2	6	1.9	-2	-5	4	-9	-10
CCc1ccc(OCC(=O)N/N=C(\C)c2ccc(-n3ccnc3)cc2)cc1	21	-2	-3	-1.1	-6	-33	1	-15	-12
COC(=O)c1oc2ccc(Br)cc2c1NC(=O)CN1CCN(C)CC1	.	6	0	-1.2	9	3	10	.	-13
COc1ccccc1CNC(=O)/C=C/c1ccc(S(=O)(=O)NCc2ccco2)cc1	20	1	3	0.8	-3	-27	3	-11	-4
COCCCNC(=O)c1c(-c2ccccc2)noc1C	-7	-4	0	-0.5	-14	-12	2	-15	12
Fc1cccc(/C=C2\CCCC3=C2NC(=S)NC3c2cccc(F)c2)c1 (stereo not given)	56	-7	.	0.9	-3	22	2	-18	-1
COc1c(Br)cc([N+](=O)[O-])c(OC)c1C(=O)NC(=O)Nc1c(Cl)cccc1Cl	3	-2	.	-0.7	-2	4	0	-8	-4
CN(C)CCOc1ccccc1C(C)(C)C	42	-1	1	1.7	-208	-24	6	-4	-19
COCc1[nH]nc2c1C(c1cc(OC)c(O)c(OC)c1)C(C#N)=C(N)O2 (stereo not given)	0	-4	3	-1.4	-10	-1	0	-73	9
N#C/C(=C\c1ccccc1)C(=O)Nc1cc(S(=O)(=O)N2CCOCC2)ccc1N1CCCC1	-17	4	3	-0.2	-13	-1	6	0	-8
C=CCNC(=S)N1CCC(C(=O)c2ccc(OC)cc2)CC1	-14	0	-3	-3.3	-26	23	2	-5	5
COc1ccc(CN2C(=O)CN=C2Nc2cccc(C)c2C)cc1	35	0	4	2.2	-12	-8	1	-14	-2
CC(=C\c1ccco1)/C=C(\C#N)C(=O)NCCc1c[nH]c2ccccc12	9	0	5	-1.5	-2	-21	6	-7	9
Cc1cccc(C)c1NC(=O)C(=O)c1cn(C)c2ccccc12	18	-2	3	1.5	6	-23	5	2	-7
CCCOC(=O)C1=C(C)NC2=C(C(=O)CCC2)C1c1cccs1 (stereo not given)	13	-1	-3	1.1	-1	7	1	-12	8
CCOCCCn1c(SCc2nc3ccccc3s2)nc2ccccc2c1=O	41	-3	5	1.4	0	-17	-1	-64	-3
CCc1ccc(OCC(=O)NC(NC(=S)Nc2ccc(C)cc2C)C(Cl)(Cl)Cl)cc1 (stereo not given)	108*	2	4	1.4	6	7	5	-8	-9
O=C(NCc1ccc2c(c1)OCO2)c1cc(-n2cnnc2)ccc1Cl	3	-2	-1	-2.9	-21	4	3	-9	11
O=C(c1cccc(F)c1)N1CCN(S(=O)(=O)Cc2ccccc2)CC1	-8	0	.	-0.8	-12	-9	-2	2	-27
O=C(CNCC1CCCO1)N1CCCc2ccccc21 (stereo not given)	8	-4	0	-0.1	-7	-2	0	-1	5
Cc1sc2nc(C)n(/N=C/c3ccccc3)c(=O)c2c1C	20	-4	12	1.9	-13	12	2	2	14
O=C(Cc1ccc(Nc2nc(=S)[nH]c3ccccc23)cc1)NC1CCCCC1	-38	-3	8	-2.1	6	10	-1	-1	-7
CCc1ccccc1-n1c(SCC(=O)N2CCCC2)nc2[nH]ncc2c1=O	8	3	6	-0.4	-14	1	9	-9	-5
NS(=O)(=O)c1ccc(NC(=S)NCCc2ccccc2)cc1	-10	3	0	-0.5	-9	-6	10	-5	17
O=C(CSc1nnc(CN2CCOCC2)n1-c1ccccc1)Nc1ccc(Cl)cc1	-5	-4	-5	-0.1	-36	-31	1	-2	0
SMILES	CHOP inh	Ba/F3 V617F tox	NPY-Y1 antag	S1P4 agonist	S1P4 antagonist	NPY-Y1 PAM-ag	BaF3 tox	NCF1 inh	NPY-Y2 PAM-ag
COCCOC(=O)C1=C(C)NC(=O)NC1c1ccc(OC(=O)c2ccco2)c(OC)c1 (stereo not given)	-27	-3	3	-0.7	5	-5	-2	-6	0
C=CCn1c(CCNC(=O)c2ccccc2F)nnc1SCc1nc2ccccc2c(=O)[nH]1	9	-2	4	-0.1	-6	5	4	-10	-13
CC(C)(C)n1cnc2cc(NC(=O)c3cccs3)ccc21	-9	-2	4	-0.6	15	1	6	0	-4
COc1ccc(OC)c(NC(=O)c2ccc(OC3CSC3)cc2)c1	-10	2	16	-0.8	-9	-33	5	3	-36
Cc1cc(N2CCN(S(=O)(=O)c3ccc(C)c(C)c3)CC2)c2ccccc2n1	3	2	6	0.0	0	-18	9	-26	-18
S=c1[nH]ccn1-c1cccc(Cl)c1	-7	3	-3	-0.1	-4	-13	5	3	12
CCOC(=O)CC(=O)CSc1nc2c(cc1C#N)CCCCC2	12	0	0	-1.3	21	-9	3	-14	-3
O=C(NC(=S)NCc1ccco1)c1ccccc1	2	3	8	0.7	-6	5	3	-6	-2
CCC1CCCCN1S(=O)(=O)c1ccc(NC(=O)CSc2ncccc2C(=O)O)cc1 (stereo not given)	-1	-2	1	1.7	-6	4	0	0	3
Cc1cc(C)n2nc(SCc3cc(=O)oc4cc(C)c(C)cc34)nc2n1	40	2	8	0.1	-4	-2	4	-13	0
Clc1ccc(-c2nnc(C3CC3)o2)cc1	1	-4	.	-0.9	-6	17	-2	-14	-4
Cc1c(C(=O)Nc2ccc(OCc3ccccc3)cc2)cccc1[N+](=O)[O-]	15	-4	-5	-0.5	-9	14	-2	3	-13
O=C(CCC1CCCC1)N1CCC(N2CCN(c3ccccc3)CC2)CC1	27	0	8	4.1	-2	-11	2	-1	-2
O=C(CSc1nc2ccncc2[nH]1)Nc1ccccc1C(F)(F)F	-15	-3	0	0.8	-10	1	0	-6	7
Cc1nc(-c2ccc(Cl)cc2)sc1C(=O)CBr	-17	6	-5	-0.6	-7	-2	9	3	-10
Cc1ccc([N+](=O)[O-])cc1NC(=S)NC(=O)c1ccco1	-3	-3	-3	1.2	1	1	6	-78	1
Cc1cc(C(C)(C)C)cc(S(=O)(=O)Nc2ccc(C(=O)O)cc2)c1C	32	3	-1	1.2	-12	-1	0	2	-3
Cc1ccc(C(=O)NC2CCCCCC2)o1	6	-2	2	2.0	-9	4	3	3	-5
O=C(NCc1cccs1)c1cc(-c2ccccn2)nc2ccc(Br)cc12	-28	2	5	2.9	2	-13	4	-22	-12
O=C(COc1ccc(S(=O)(=O)N2CCOCC2)cc1)N1CCc2ccccc2C1	-4	2	.	1.2	0	-5	1	4	0
COc1cc(C(=O)N(CCCO)Cc2cc3ccc(C)c(C)c3[nH]c2=O)cc(OC)c1OC	12	-4	2	-0.1	-5	-1	2	-16	15
Cc1cc(/C=C(\C#N)C(=O)O)c(C)n1CCC(C)C	3	-1	.	1.1	4	14	-5	-15	-8
O=C(OCc1nc2scc(-c3ccccc3)c2c(=O)[nH]1)c1cc(Cl)ccc1[N+](=O)[O-]	34	2	2	-0.5	-7	-14	7	-43	-19
O=C(COc1ccc(Oc2ccccc2)cc1)NCc1cn2ccccc2n1	19	31*	11	0.9	-3	-12	27*	-3	-8
CC1Cc2ccccc2N1C(=O)CCS(=O)(=O)c1cccc2nonc12 (stereo not given)	51	-2	2	0.4	-14	7	3	-8	-1

3 of the entries above in order of their number in NPY-Y2 PAM-ag, smallest number first.
molecule,NPY-Y2 PAM-ag
O=C(Cc1ccc(Nc2nc(=S)[nH]c3ccccc23)cc1)NC1CCCCC1,-7
COc1ccccc1-c1nc(-c2cccc(C)c2)no1,0
CC(=C\c1ccco1)/C=C(\C#N)C(=O)NCCc1c[nH]c2ccccc12,9
